HIF act – HIF pathway transcriptional activators, primary screen, cell-based, U2OS HRE-luciferase, luminescence | 300,000 tested, 0.32% active | activation, % at 7.5 µM (by protocol) | AID 1910, 2009 | U2OS HRE-luciferase reporter; normalized: DMSO 0%, desferrioxamine 100%;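 active = mean activation of at least 10% of the iron chelator positive control signal, with at least half of replicates also reaching 10%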
aSyn 5UTR inh – MLPCN primary screen, SNCA 5' untranslated region; inhibition, % (tested at 7.5 µM); alpha-synuclein 5'UTR reporter, inhibitor activity; 300,000 tested, 0.82% active; AID 1813, 2009; in the data active = inhibition above about 60%;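 note: H4 neuroglioblastoma cells stably carrying SNCA 5'UTR luciferase fusion; 0% = DMSO wells and 100% = positive control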
GSK3beta inhib – human GSK3beta kinase inhibitors, primary screen, biochemical, cell-free homogeneous, HTS. Glycogen synthase kinase-3 beta (Homo sapiens), P49841. GST-GSK3beta kinase, ADP-Glo luminescence, 60 min; hits give low values. activity score (negative = inhibition), % at 10 µM. 300,000 tested, 0.038% active. AID 2097, 2009;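 active = more than half of replicate wells score below -50%, meaning over 50% inhibition versus plate controls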;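 note: 0% = median DMSO wells and -100% = median GW8510 positive control wells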
Target sequence (P49841 whole entry, looked up): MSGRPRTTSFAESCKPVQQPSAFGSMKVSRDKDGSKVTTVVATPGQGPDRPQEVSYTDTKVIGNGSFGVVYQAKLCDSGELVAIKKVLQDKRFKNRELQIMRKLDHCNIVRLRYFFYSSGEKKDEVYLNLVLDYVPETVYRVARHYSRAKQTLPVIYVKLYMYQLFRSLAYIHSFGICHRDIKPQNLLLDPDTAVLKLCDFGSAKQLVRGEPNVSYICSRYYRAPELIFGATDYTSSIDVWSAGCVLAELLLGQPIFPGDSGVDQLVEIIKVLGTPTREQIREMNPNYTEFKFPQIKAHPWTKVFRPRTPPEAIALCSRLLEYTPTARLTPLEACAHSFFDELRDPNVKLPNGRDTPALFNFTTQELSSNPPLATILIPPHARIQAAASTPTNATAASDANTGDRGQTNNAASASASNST
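Assay system: GST-fused GSK3beta enzyme, cell-free / Medium: Tris pH 7.5 buffer with MgCl2, DTT, BSA, heparin / Also added: peptide substrate plus 25 µM ATP (final) / Compound: 10 µM single point / Timing: kinase reaction with compound 60 min at room temperature / Detection: ADP-Glo luminescence / Benchmarks: DMSO neutral wells and GW8510 at 20 µM as positive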
GSK3 alpha inh – blockers of GSK3A enzyme activity – biochemical, luminescence, cell-free homogeneous, HTS, primary screen | Glycogen synthase kinase-3 alpha (Homo sapiens), P49840 | GSK-3 alpha kinase, ADP-Glo luminescence, 60 min | inhibition, % at 10 µM | 320,000 tested, 0.1% active | AID 2650, 2010;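 in the data active = inhibition above about 50%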;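 note: GST-tagged GSK-3 alpha with peptide substrate and 25 µM ATP; 0% = DMSO neutral wells and 100% = GW8510 positive control wells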
Target sequence (P49840 whole entry, looked up): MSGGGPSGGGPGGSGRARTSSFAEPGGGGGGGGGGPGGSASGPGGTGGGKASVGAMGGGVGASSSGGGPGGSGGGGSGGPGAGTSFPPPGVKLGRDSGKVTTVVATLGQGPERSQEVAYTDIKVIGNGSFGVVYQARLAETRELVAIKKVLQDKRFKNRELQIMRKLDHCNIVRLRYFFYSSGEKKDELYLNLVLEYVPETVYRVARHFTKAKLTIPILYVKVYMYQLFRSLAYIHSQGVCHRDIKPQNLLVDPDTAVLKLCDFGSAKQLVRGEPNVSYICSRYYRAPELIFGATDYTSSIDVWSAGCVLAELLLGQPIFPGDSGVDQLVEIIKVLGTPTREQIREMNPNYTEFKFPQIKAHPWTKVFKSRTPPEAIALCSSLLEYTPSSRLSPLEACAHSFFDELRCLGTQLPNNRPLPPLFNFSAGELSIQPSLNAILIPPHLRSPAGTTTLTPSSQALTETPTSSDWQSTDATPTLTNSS
AI-2 QS mod – Vibrio harveyi AI-2 quorum sensing modulators, primary screen, JMH597 strain, luminescence/OD600 ratio; 300,000 tested, 0.4% active; activity change, % at 7.5 µM; Vibrio harveyi JMH597 AI-2 luminescence/OD600 ratio, 9 h; hits give low values; strain lacks LuxN and CqsS sensors; 0 = neutral-control median; in the data active = activity change below about -75%, passing the limit was not always enough;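 note: luminescence divided by OD600 gain over 9 h not by final OD600 alone; inactives centre near 13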
IEC-6 tox – cytotoxicity in IEC-6 intestinal epithelial cells, primary screen, cytotoxicity control for KLF5 inhibitor project, cell-based, luminescence. IEC-6 cytotoxicity, luminescence viability. inhibition, % at 5 µM. 290,000 tested, 0.78% active; in the data active = inhibition above about 22%;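 note: 0% = plate median of test compound wells and 100% = cytotoxic reference compound wells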
HSF1 inhib – HSF1 inhibitors in luciferase reporter cells, primary screen, cell-based, NIH3T3, luminescence; NIH3T3-HGL HSE-luciferase, MG132-induced, luminescence 8 h; hits give low values; activity change, negative = inhibition, % at 7.5 µM (by protocol); 300,000 tested, 0.77% active; AID 2098, 2009;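 active = more than half of replicate wells show activity change below -50%, luminescence cut by over half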;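 note: luciferase reports HSF-1 transcriptional activity via heat shock element; 0% = median of DMSO wells and -100% = zero luminescence signal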
KLF5 inhibitor – KLF5 expression inhibitors, primary screen, DLD-1 cells, luminescence | DLD-1 KLF5 promoter-luciferase reporter | inhibition, % at 5 µM | 290,000 tested, 0.23% active | AID 1700, 2009;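 active = inhibition above a per-plate limit of that plate's mean compound inhibition plus 3 SD, cut at about 60% in these data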;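 note: 0% = DMSO wells and 100% = LY294002 at 200 µM; higher means less KLF5 promoter-driven luciferase light; inactives centre near -14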
HSF1 activator – HSF-1 activators, primary screen, NIH3T3-HGL cells, MG132 stress, luminescence, single point. NIH3T3-HGL HSF-1 luciferase reporter, 8 h; 100% = twice DMSO control signal. activation, % at 9 µM. 300,000 tested, 1.7% active. AID 504408, 2011;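 active = mean replicate activation of at least 50% with a set share of replicates each reaching 50%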;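 note: 0% = median of the neutral control wells and 100% = twice that signal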
HSP90 refold inh – HSP90 inhibitors, primary screen, cell lysate, luminescence | Heat shock protein HSP 90 (rabbit reticulocyte lysate; luciferase refolding) | Rabbit reticulocyte lysate, luciferase refolding luminescence, 3 h | inhibition, % at 5.6 µM | 290,000 tested, 0.91% active;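 active = inhibition above the screen-wide mean plus 3 SD, computed separately per campaign, cut at about 16% in these data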;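 note: 0% = DMSO wells and 100% = 60 µM geldanamycin wells; inhibitors lower the luminescence because luciferase stays unfolded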
* marks the source's active call; other numbers are inactive results; · = not tested or not shown.

Screens in order: HIF act | aSyn 5UTR inh | GSK3beta inhib | GSK3 alpha inh | AI-2 QS mod | IEC-6 tox | HSF1 inhib | KLF5 inhibitor | HSF1 activator | HSP90 refold inh
1	c1ccc2c(c1)CC(CN1CCNCC1)O2 (centres undefined)
 : 0.0 | 9 | 5 | 0 | 15 | -1 | -5 | -20 | -18 | -3
2	C/C(CC(=O)Nc1ccc(OCc2ccccc2)cc1)=N\NC(=O)C(=O)Nc1ccc(C)c(Cl)c1
 : -0.1 | -69 | 0 | -2 | 14 | -1 | 1 | -16 | -12 | -1
3	COc1ccc(Cc2noc(CN3CCC(c4ccncc4)CC3)n2)cc1OC
 : 0.6 | 1 | 0 | 0 | 19 | 5 | 6 | -11 | 6 | -1
4	Cc1nc2c(C#N)c(-c3ccc(Cl)cc3)ccn2n1
 : 0.5 | 18 | 2 | · | -18 | -1 | -1 | -4 | 10 | 0
5	O=[N+]([O-])c1cccc2ccc(/C=C/c3cccc(Br)c3)nc12
 : 1.5 | -107 | -1 | -5 | -1 | -1 | 14 | -9 | 23 | -2
6	COCCNC(=O)C(c1ccc(F)cc1)N(CCOC)C(=O)CCC(=O)Nc1ccccn1 (centres undefined)
 : -29 | -20 | · | 2 | · | 0 | 17 | 20 | 38 | -2
7	CC(=O)c1ccc(NC(=O)C(C)Sc2nnnn2C)cc1 (centres undefined)
 : -0.3 | 11 | 0 | 0 | 16 | 7 | -12 | 17 | -8 | 1
8	O=C1NC(NS(=O)(=O)c2ccccc2)(C(F)(F)F)C(=O)N1CCc1ccccc1 (centres undefined)
 : 0.6 | -12 | -2 | -3 | 33 | -1 | 2 | -21 | 33 | -4
9	CCCc1cc(C(=O)NNC(=S)NCC2CCCO2)cs1 (centres undefined)
 : 0.6 | -40 | -4 | -1 | 21 | 2 | 2 | -5 | 4 | -3
10	NC(=O)CN1CCOCCOCCOCCOCCOCC1
 : -0.8 | -3 | -3 | · | -2 | -6 | -7 | -18 | -19 | -11
11	CCN(Cc1ccccc1)C(=S)NC(=O)c1ccccc1Br
 : 0.6 | 17 | 2 | -2 | 3 | 0 | 1 | -28 | -1 | 0
12	CCCN1Cc2cccc(C(=O)Nc3ccc4c(c3)OCO4)c2C1=O
 : -6.7 | 10 | 3 | 3 | -5 | 5 | 2 | -22 | 2 | 2
13	COc1ccc(CNC(=O)CN2CCC(NC(=O)c3ccc(OC)cc3)CC2)cc1
 : 0.4 | -17 | 1 | · | 12 | -4 | -11 | -6 | -2 | -2
14	COc1ccc(C(=O)N(Cc2sccc2C)C2CCS(=O)(=O)C2)cc1 (centres undefined)
 : 0.1 | -2 | 3 | 1 | 23 | -9 | -3 | -9 | -1 | -4
15	CCOc1cc(NS(=O)(=O)c2ccc(OC)cc2)c(OCC)cc1NC(C)=O
 : -0.8 | 35 | 3 | -1 | 5 | 3 | -14 | -1 | -6 | -2
16	O=C(CN1CCN(C2CCCCC2)CC1)Nc1ccc(Br)cc1
 : -0.2 | -11 | 0 | -3 | -18 | 4 | 7 | 7 | 13 | -1
17	C#Cc1ccc([C@H]2C=C(C(=O)N3CCN(Cc4ccc5c(c4)OCO5)CC3)O[C@@H](OCC)[C@@H]2CCCO)cc1
 : -0.6 | -3 | 2 | 3 | 4 | -4 | 18 | -4 | 6 | 5
18	COc1ccc(-c2cc(-c3ccc(OC)c(OC)c3)n[nH]2)c(O)c1
 : 3.6 | -163 | 2 | 5 | 8 | 0 | 15 | -148 | 11 | -2
19	Cc1ccc[n+](-c2[nH]c(=O)sc2/C=N/N=C(\[O-])c2cccnc2)c1
 : 0.1 | -11 | 3 | 5 | 41 | 13 | -5 | 15 | 12 | 1
20	CCCCn1nc2cc(C(=O)NCc3ccc(C(F)(F)F)cc3C(F)(F)F)ccc2c1OCC
 : -2.4 | 2 | 1 | -3 | 16 | 2 | 3 | -19 | -8 | -2
21	COc1ccccc1-c1nc2cc3ccccc3cc2nc1-c1ccccc1
 : 0.1 | -11 | -1 | -1 | 20 | 6 | -1 | -11 | 21 | 3
22	Cc1cccc(C)c1NC(=O)C1NC(=O)CC1c1ccccc1 (centres undefined)
 : -0.5 | -1 | -2 | · | 17 | -3 | -5 | -33 | 7 | -3
23	CCOc1ccc(CSC(=N)N)cc1[N+](=O)[O-]
 : -0.2 | 8 | 5 | 1 | 13 | -1 | -10 | -23 | -8 | -7
24	COC(=O)C1=C(C(=O)c2ccc(C)cc2)C(c2ccc(OC)c(OC)c2)n2nnnc2N1 (centres undefined)
 : -0.2 | -10 | 3 | -3 | 14 | 2 | -7 | -22 | -7 | -1
25	COc1ccc(CCN2C(=NC(=O)CCC(=O)O)SC3CS(=O)(=O)CC32)cc1OC (centres undefined)
 : -0.3 | -12 | -2 | -3 | 12 | -1 | -12 | -5 | 1 | 5
26	CN1CCc2c(sc3nc(SCC(=O)NCc4ccco4)n(-c4ccccc4)c(=O)c23)C1
 : 3.2 | -84 | -3 | 0 | 15 | -11 | -1 | -32 | -2 | -2
27	COc1ccc(C(C)=O)cc1CSc1ccccn1
 : 0.3 | 17 | 1 | -1 | 12 | -2 | -2 | -14 | -5 | 0
28	O=[N+]([O-])c1ccccc1CNc1ccc(F)c(Cl)c1
 : -0.2 | 14 | 3 | 0 | -7 | -4 | 5 | -37 | 9 | 5
29	O=C(NCc1cccnc1)c1ccc(Cn2cc(C(F)(F)F)ccc2=O)cc1
 : 0.0 | 1 | -1 | -3 | 26 | -2 | 7 | -6 | -1 | -1
30	CCCCN(C(=O)c1ccc(S(=O)(=O)N(C)C)cc1)c1ccccc1
 : 0.2 | 10 | 1 | -2 | 12 | -2 | -3 | -31 | 0 | 3
31	CCOC(=O)c1c(S(=O)(=O)NCCc2cccs2)c(C)n(C)c1C
 : 0.0 | -9 | 0 | -1 | 22 | 6 | 0 | 7 | 3 | -2
32	O=C(Nc1ccc(S(=O)(=O)N2CCCC2)cc1)c1cc(=O)c2ccccc2o1
 : -0.1 | 10 | -5 | -3 | 16 | 8 | -2 | 5 | 0 | 2
33	COc1ccc(C=O)cc1CN1CCCN(Cc2ccc(Cl)cc2)S1(=O)=O
 : 0.3 | -12 | -2 | 1 | -11 | -3 | -80* | -34 | -84 | -5
34	O=C(CCN1CCC(c2ccc(Cl)s2)=N1)c1ccc(Cl)s1
 : -0.4 | -15 | -2 | 0 | 18 | -3 | 7 | -15 | 16 | 0
35	Cc1cc2c(cc1C)CSC(c1c(O)ccc3ccccc13)SC2
 : -1.6 | 40 | 0 | -1 | 29 | 0 | 5 | 11 | 9 | -2
36	COc1ccc(CCN(C)Cc2c(O)ccc3cc(Br)ccc23)cc1OC
 : 0.9 | -24 | -1 | -2 | 11 | 0 | 164 | -45 | 204* | -3
37	CN1CCN(C=Nc2nc3ccccc3nc2N2CCCC2)CC1
 : 0.1 | -3 | 0 | -1 | 16 | -1 | -1 | -28 | 1 | 0
38	CC(C)c1ccccc1NC(=O)COC(=O)COc1ccccc1[N+](=O)[O-]
 : -0.4 | 6 | 2 | 1 | 35 | 1 | -2 | 1 | -14 | 1
39	Cc1nc2ccccc2n1-c1nc(-c2ccco2)cc(C(F)(F)F)n1
 : 0.1 | 90* | -1 | -1 | 16 | -2 | 7 | -2 | -8 | 1
40	Cn1c(CN2CCCC2)nc2cc(NC(=O)c3ccco3)ccc21
 : 1.1 | -116 | -2 | -5 | 12 | -1 | · | -52 | · | 4
41	OCCC1CN(Cc2cccn2-c2nccs2)CCN1Cc1ccccc1 (centres undefined)
 : 0.4 | 3 | 3 | -3 | -12 | -1 | -6 | -21 | -20 | -1
42	COc1ccc(NC(=O)CSc2nc3ccccc3nc2N2CCCC2)cc1
 : 0.2 | 14 | 4 | -1 | 8 | -3 | 2 | -7 | -16 | 1
43	CCOC(=O)C1CCN(S(=O)(=O)CCNC(=O)c2ccc3c(c2)OCO3)CC1
 : -0.2 | 4 | 0 | -4 | 14 | · | -1 | · | -9 | ·
44	COCCCNC(=O)c1cc(-c2cccnc2)nc2ccc(S(=O)(=O)N3CCCCCC3)cc12
 : -0.7 | 7 | 2 | 7 | 11 | 2 | 13 | 0 | 48 | 1
45	CC1(C)CC(NC(=O)c2c(N)no[n+]2[O-])CC(C)(C)N1
 : 0.0 | -10 | -1 | -3 | 15 | 3 | -9 | -10 | 3 | -3
46	Nc1nnnn1/N=C/c1ccc(O)cc1
 : 0.3 | 30 | 0 | 5 | 11 | -3 | 2 | -8 | 1 | 1
47	CCOCCCNCc1cc(Br)ccc1OCC
 : -0.3 | 2 | -2 | -2 | 29 | -5 | 5 | -18 | 13 | 2
48	Cc1cccc(NC(=O)C(NS(=O)(=O)c2ccc3c(c2)CCC(=O)N3)c2ccccc2)n1 (centres undefined)
 : -0.4 | -16 | -1 | -1 | 9 | 1 | 5 | 10 | 5 | 4
49	COc1ccc(C(=O)Nc2c(C)ccc3nsnc23)cc1[N+](=O)[O-]
 : -0.6 | -22 | 4 | 1 | 10 | 3 | -8 | -9 | -8 | 4
50	O=C(Nc1ccc(S(=O)(=O)Nc2ccc(F)cc2)cc1)c1ccc(CN2CCOCC2)cc1
 : -1.5 | 24 | 3 | -1 | 21 | -4 | 6 | -1 | -2 | 3
51	Cc1cc(=O)[nH]c(SCC(=O)/C=C2\N(C)c3ccccc3C2(C)C)n1
 : -0.6 | 2 | 4 | -1 | 1 | 5 | -14 | -8 | -6 | 0
52	O=C(NCc1ccc(Cl)cc1)c1n[nH]c([N+](=O)[O-])c1Cl
 : 0.2 | -25 | 3 | -7 | 57 | -4 | 12 | -45 | 22 | -3
53	COc1ccc(/C=C(/NC(=O)c2cccs2)C(=O)NC(C)(C)C)cc1OC
 : 0.4 | 9 | 0 | -1 | 6 | 0 | 0 | -35 | 7 | 2
54	CCc1ccc(CNC(=O)CCc2cn(C)c3ccccc23)cc1
 : 0.6 | -3 | 2 | -4 | 27 | -4 | 10 | -35 | 2 | -5
55	CCC(=O)Nc1nc2ccc3nc(C)sc3c2s1
 : 2.4 | -151 | -7 | 7 | -6 | 3 | 16 | -67 | 27 | -3
56	CNC(=O)COC(=O)c1ccc(-c2nc3ccccc3s2)s1
 : 1.3 | -161 | 2 | -1 | 9 | -7 | 7 | -9 | -14 | 3
57	Cc1ccc(-c2cc(Cc3ccccn3)c(=O)[nH]n2)cc1
 : 0.3 | 23 | 0 | -6 | -13 | -2 | 0 | -16 | -22 | 2

Assay outcomes: PubChem BioAssay, several laboratories
